mouse EphA4 binding – EphA4 ligand-binding antagonists – biochemical, colorimetric, mouse EphA4, primary screen (AID 689) | 62,000 compounds, 0.1% hits | EphA4-AP binding to KYL peptide, pNPP A405; higher % means a stronger effect | one-dose inhibition, % at 10 µM; IC50 in µM for titrated hits; in the data active = a potency from the dose series; inactive = the rest, 99 in 100 with inhibition below about 22%
Active calls of the source: *; & = joins results of further samples. Some of the compounds tested; rates above refer to the full screens.

canonical_smiles | mouse EphA4 binding
O=S(=O)(c1ccc(OCC(O)CNCc2ccco2)c(Cl)c1)N1CCOCC1 (centres undefined) | 23%
Cc1ccc2c(c1)-c1c(ssc1=S)C(C)(C)N2C(=O)CC(C)C | -2%
COC(=O)Oc1ccc(/C=C2/C(=O)N(c3ccccc3)N=C2C)cc1OC | 5%
O=C(CCS(=O)(=O)c1cccs1)N1CCCC1 | -30%
CCn1cc([N+](=O)[O-])c(C(=O)Nc2ccc(Br)cn2)n1 | -3%
CC1(C)C(=O)Nc2ccccc2N1C(=O)COc1ncnc2c(Cl)cc(Cl)cc12 | 1%
COC(=O)c1ccc(C2C(Oc3ccccc3)C(=O)N2CCc2ccc(F)cc2)cc1 (centres undefined) | -5%
CC(C)(C)C(=O)CSc1nc2ncc(Br)cc2[nH]1 | -7%
Cc1ccc(NC(=O)CSc2nc(O)cc(=O)n2C)cc1 | -26%
O=C(CSC1=NC(=O)C(Cc2ccccc2)C(=O)N1)Nc1ncccn1 (centres undefined) | 3%
CCN1C(=O)c2cccc3c(S(=O)(=O)Nc4ccccc4)ccc1c23 | 9%
Cc1cc(C)nc(N(C#N)CN2C(=O)c3ccccc3S2(=O)=O)n1 | -10%
O=[N+]([O-])c1cc([N+](=O)[O-])c(N2CCCCCC2)cc1NCCO | -13%
CCOC(=O)c1[nH]c2ccc(F)cc2c1NC(=O)CN1CCc2cc(OC)c(OC)cc2C1 | -2%
Cc1cc(=O)n2c3ccccc3n(CC(O)CN3CCCC3)c2c1C#N (centres undefined) | -5%
CC(=O)N1c2ccccc2NC2=C(C(=O)CCC2)C1c1ccc(F)cc1 (centres undefined) | 5%
COc1cc(SC)ccc1C(=O)NCc1ccc(C)cc1 | -1%
O=C(CSc1ncc(-c2ccccc2)n1CC1CCCO1)N1CCCCC1 (centres undefined) | -13%
COc1ccc(Cn2ccc(=O)c(Cc3c(Cl)cccc3Cl)c2C)cc1 | -5%
Cc1cc(=O)oc2cc3cc(C)n(C)c3cc12 | -11%

Sorted by SMILES length (smallest number first): three of the compounds above
canonical_smiles | mouse EphA4 binding
Cc1cc(=O)oc2cc3cc(C)n(C)c3cc12 | -11%
O=C(CSc1ncc(-c2ccccc2)n1CC1CCCO1)N1CCCCC1 (centres undefined) | -13%
O=[N+]([O-])c1cc([N+](=O)[O-])c(N2CCCCCC2)cc1NCCO | -13%

Remaining list, next part:
canonical_smiles | mouse EphA4 binding
CCn1nnc(-c2ccccc2NC(=O)c2cc(OC)c(OC)c(OC)c2)n1 | -19%
CC(=O)c1c(C)[nH]c(C(=O)Nc2c(C)n(C)n(-c3ccccc3)c2=O)c1C | -4%
COc1ccc(NC(=O)O/N=C2/CCCc3ccc(OC)cc32)cc1 | 9%
CC(O)(C#CCN1CCCC1)c1ccccc1 (centres undefined) | 0%
COC(=O)C1=C(C(=O)c2ccccc2)C(c2cccs2)n2nnnc2N1 (centres undefined) | -14%
CC(=O)Nc1cc(NC(C)=O)cc(C(=O)NC(C)(C)C)c1 | -10%
Cc1ccc(Cn2ccc(-c3cnc(-c4ccccc4)s3)n2)cc1 | -15%
CCN1CCN(C(=O)CN(C)S(=O)(=O)c2ccc(Cl)cc2)CC1 | -3%
CCOC(=O)c1cccc(C(=O)Oc2ccccc2)n1 | -5%
Cc1ccc(C(=O)N/C(=C\c2cccs2)C(=O)NCCc2c[nH]c3ccccc23)cc1C | -1%

An excerpt from above in order of the mouse EphA4 binding value, smallest number first.
canonical_smiles | mouse EphA4 binding
COC(=O)C1=C(C(=O)c2ccccc2)C(c2cccs2)n2nnnc2N1 (centres undefined) | -14%
CC(=O)c1c(C)[nH]c(C(=O)Nc2c(C)n(C)n(-c3ccccc3)c2=O)c1C | -4%
CC(O)(C#CCN1CCCC1)c1ccccc1 (centres undefined) | 0%

Further entries:
canonical_smiles | mouse EphA4 binding
Cc1cc(Br)ccc1OCC(=O)O/N=C(\N)c1ccccn1 | 3%
CCOC(=O)C1=C(CSc2nc(-c3ccccc3)ccc2C#N)OC(N)=C(C#N)C1c1ccc(OC)cc1 (centres undefined) | -10%
COc1ccc(NS(=O)(=O)c2ccc3c(c2)n(C)c(=O)n3C)cc1 | 0%
CCOC(=O)c1ccc(-n2c(C)cc(/C=C3\SC(=S)NC3=O)c2C)cc1 | 12%
C=CCN=C(NC#N)SCC(=O)NC(C)(C)C | 0%
O=C1c2ccccc2C(=O)N1CCCc1nc(-c2ccc(Cl)cc2)no1 | 0%
O=Cc1cc2ccccc2nc1SCc1ccc(Cl)c(Cl)c1 | 7%
CCN(CC)c1cc2nonc2c2nonc12 | 10%
CC(C)OCCCNC(=O)c1c(N)n(/N=C/c2ccccn2)c2nc3ccccc3nc12 | -9%
CCCc1cc(C(=O)N/N=C/c2ccc(C)o2)c2ccccc2n1 | -7%
CCCN1CCN(CCCNC(=O)Cn2nc(-c3ccccc3)ccc2=O)CC1 | -7%
CCOC(=O)c1ccc2ncc(C(=O)OCC)c(NCCCN3CCOCC3)c2c1 | -8%
CN1CCN(Cc2nc3c([nH]2)c(=O)[nH]c(=O)n3C)CC1 | -6%
COc1cc(C#N)ccc1OCC(=O)c1ccc2c(c1)OCCO2 | -31%
O=C(NCc1ccccc1Cl)C1CCN(S(=O)(=O)N2CCCCCC2)CC1 | 3%
COc1ccccc1N1CCN(C(=O)c2cc3sccc3n2C)CC1 | -13%
Clc1cc(Br)ccc1OCCOCCN1CCOCC1 | -4%
Cc1cccc(Nc2nc(-c3c(C)nc4ccccn34)cs2)c1 | -2%
Cc1cccc(NC(=O)C(=O)NCc2ccc3c(c2)OCO3)c1 | 6%
C=CCn1cc(C(=O)NCCCOC)c(=O)c2cc(S(=O)(=O)N(CC)CC)ccc21 | 0%
NC(=O)NC(=O)COC(=O)c1ccccc1Oc1ccccc1 | 10%
O=C(NCC1CCCO1)C(=O)Nc1ccccc1F (centres undefined) | -10%
Cn1c(N)c(S(=O)(=O)c2ccc(Br)cc2)c2nc3ccccc3nc21 | -3%
CCN(CC)/C(=N/OCc1ccc(Cl)cc1Cl)c1nonc1N | 2%
Cc1cccc(C)c1NC(=O)CSc1nnc([C@H](C)NC(=O)OC(C)(C)C)o1 | -20%
C=CCN(C(=O)Nc1ccc2oc(C)nc2c1)c1ccccc1 | 13%
COc1cccc(C(=O)Nc2ccc3oc(-c4cccc(Br)c4)nc3c2)c1 | -11%
Cc1ccc(S(=O)(=O)N2CCCC(C(=O)N(Cc3cccs3)C3CC3)C2)cc1 (centres undefined) | 10%
COC(=O)C(C(=O)OC)C(C(C)C)C(C(=O)OC)C(=O)OC | -4%
COc1ccc(/C=C(\NC(=O)c2ccc(C)cc2)C(=O)NCCCN2CCOCC2)cc1OC | 10%
Cc1c(Cl)cccc1NC(=O)C(=O)NCC1CCCO1 (centres undefined) | 6%
COC(=O)C1(CCSC)NC(c2ccco2)C2C(=O)N(C)C(=O)C21 (centres undefined) | -14%
COc1cccc(Sc2cc(N3CCOCC3)nc(-c3ccccc3)n2)c1 | 2%
CCOCCCn1c(=S)[nH]c2ncccc2c1=O | -10%
COC(=O)Nc1sc2c(c1C(N)=O)CCC(C(C)(C)C)C2 (centres undefined) | 12%
COc1ccc(CNC(=O)C2CC(c3cccc([N+](=O)[O-])c3)=NO2)cc1 (centres undefined) | -12%
CCOC(=O)Cc1csc(NC(=O)CCCN2C(=O)c3ccccc3C2=O)n1 | 0%
Cc1ncc(S(=O)(=O)c2ccccc2)c(-c2ccccc2Cl)n1 | 6%
Cc1cccc(NC(=O)C2CCCN(c3nc(C)cc(C)n3)C2)c1 (centres undefined) | -1%
CCOc1ccccc1N1CCN(c2nc3ccccc3nc2C(C#N)C(=O)OC)CC1 (centres undefined) | 39%
CSC1=N/C(=C\c2ccc3c(c2)OCO3)C(=O)S1 | -8%
CCC(=O)Nc1ccc2c(c1)nc1n2CCSC1 | -30%
Cc1ccc2nc3c(cc(C(=O)NCCCn4ccnc4)n3C)c(=O)n2c1 | 1%
CCOC(=O)NC(O)C(=O)c1cccs1 (centres undefined) | -23%&5%
Cc1nc2ccccc2n1S(=O)(=O)c1cc([N+](=O)[O-])ccc1Cl | -5%
COC(=O)c1[nH]c2c(c1C)C(=O)CCC2 | -4%
Cc1ccc(N(Cc2ccccc2F)S(C)(=O)=O)cc1C | -12%
CCN(CC)c1ccc(NC(=O)c2ccc(-c3cccc(Cl)c3)o2)cc1 | -2%
Cc1noc(NS(=O)(=O)c2ccc(N3Cc4ccccc4C3=O)cc2)c1C | -14%
COc1ccc(Cl)cc1NC(=O)c1cc(Cl)ccc1OC | -6%

Two neighbouring records out of the list so far:
canonical_smiles | mouse EphA4 binding
Cc1noc(NS(=O)(=O)c2ccc(N3Cc4ccccc4C3=O)cc2)c1C | -14%
COc1ccc(Cl)cc1NC(=O)c1cc(Cl)ccc1OC | -6%

The listing picks up, repeating the 2 entries before the break.
canonical_smiles | mouse EphA4 binding
Cc1noc(NS(=O)(=O)c2ccc(N3Cc4ccccc4C3=O)cc2)c1C | -14%
COc1ccc(Cl)cc1NC(=O)c1cc(Cl)ccc1OC | -6%
Cc1ccccc1Oc1ccc(Oc2ccccc2C)nn1 | -8%
Cc1ccc(C)c(-n2c(CNC(=O)c3ccco3)nnc2SCC(=O)Nc2nccs2)c1 | 0%
CCOc1ccc(/C(O)=C2/C(=O)C(=O)N(c3nc(C)c(C)s3)C2c2ccco2)cc1 (centres undefined) | 22%
CCOC(=O)C1=C(CSc2nc(C)cc(C)c2C#N)OC(N)=C(C#N)C1c1cccs1 (centres undefined) | -6%
CCC(C)COC(=O)c1ccc(C(=O)O)cc1 (centres undefined) | -16%
CC1(C)CC(=O)C=C(Nc2ccc(Br)cn2)C1 | 4%
O=C(Cn1nc(Cc2cccnc2)c2ccccc2c1=O)NCc1ccc2c(c1)OCO2 | -1%
CCCN(CCC)CCCNC(=O)c1cc2cc3ccc(OC)cc3nc2o1 | -32%
O=C(Cc1ccccc1)N/N=C/c1ccccc1Cl | 1%
O=c1c2c(-c3ccccc3)csc2ncn1/N=C/c1ccccn1 | 7%
CC(=O)Nc1sc2c(c1C(=O)Nc1ccccc1C)CCC2 | -7%
COc1ccccc1/C=C\C=N\n1c(C2CCCCC2)n[nH]c1=S | -5%
CSc1nc2nc3c(c(=O)n2[nH]1)CCC3 | 1%
O=C(CC1(O)C(=O)Nc2ccccc21)c1ccco1 (centres undefined) | -6%
O=S(=O)(c1ccccc1)c1cnn(-c2ccccc2)c1-c1ccc(Cl)cc1 | -7%
COc1ccc2c(c1)c(=O)c(Br)c(C)n2Cc1ccccc1 | -6%
CC1=C(C(=O)Nc2cccnc2)C(c2cccnc2)n2nc(-c3cccs3)nc2N1 (centres undefined) | -5%
CCCC(=O)Nc1ccc(C(=O)Nc2cc(C(F)(F)F)ccc2Cl)cc1 | -36%
Cc1ccc(C(=O)Cn2nnc3ccccc32)cc1C | -4%
COc1ccc(CCN2C(=O)/C(=C/c3c(NCCCn4ccnc4)nc4c(C)cccn4c3=O)SC2=S)cc1OC | 11%
Cc1cccc(N(CC(=O)NCCSCc2ccco2)S(=O)(=O)c2ccccc2)c1 | -2%
COc1ccccc1C(=O)N1CCc2ccccc21 | 4%
Cc1ccc2cn[nH]c2c1NC(=S)NC(=O)c1ccccc1 | -24%
COc1ccccc1NC(=O)Cn1cncc1-c1ccc([N+](=O)[O-])cc1 | -1%
Cc1cc(NC2C3CC4CC(C3)CC2C4)n2nnnc2n1 (centres undefined) | -16%
CCCc1noc2c1C(c1ccoc1)C(C#N)=C(N)N2 (centres undefined) | 2%
O=C(C1CCCN(Cc2ccc3c(c2)OCO3)C1)N1CCCC1 (centres undefined) | 7%
Cc1ccc2c(CSc3nncs3)cc(=O)oc2c1 | -2%
COC(=O)C1C(=O)C=C(N2CCOCC2)CC1(C)C (centres undefined) | -2%
CC(C)(C)CC(C)(C)NC1=CC(=O)OC12CCCCC2 | -14%
Cc1ccc(-c2ccc(OCC(=O)Nc3ncn[nH]3)cc2)cc1 | 12%
Cn1c(=O)c2c(nc(Br)n2CC(=O)C23CC4CC(CC(C4)C2)C3)n(C)c1=O | 1%
CCOc1cc(NC2CS(=O)(=O)CC2O)c(OCC)cc1NC(=O)c1ccccc1 (centres undefined) | 2%
Brc1cccc(-c2nnc3sc(CNCc4ccco4)cn23)c1 | -16%
Cc1nc(CS(=O)c2ccc(Cl)cc2)cc(NCc2ccc(Cl)cc2Cl)n1 (centres undefined) | -3%
Cc1ccc(-c2cc(-c3nnc(SCC(=O)NC(C)C(C)C)n3N)c3ccccc3n2)cc1 (centres undefined) | -3%
Cn1c(=O)c2c(nc(NCC3CCCO3)n2Cc2cccc(Br)c2)n(C)c1=O (centres undefined) | -9%
Cc1nc2ccccc2n1CCc1nc2c3ccccc3nc(SCC#N)n2n1 | -17%
Cc1ccc2c(c1)[C@H]1OCC[C@H]1[C@@H](c1ccncc1)N2 | -9%
CC1(C(=O)CSc2nc3ccccc3s2)CCC(=O)O1 (centres undefined) | -28%
COc1ccc(C(=O)N/N=C/c2cccc3cccnc23)cc1 | -8%
CC(C)=C(NC(=O)c1ccccc1)C(=O)NCCCC(=O)O | -4%
COc1cc(-c2nc3cnccc3n2C)cc(OC)c1OC | -6%
CC(=O)Oc1ccccc1C(=O)Oc1ccc(/C=N/n2cnnc2)cc1 | -6%
CCCCOC(=O)C1CCC[C@@H](C)N1 (some centres undefined) | -6%
COCC(=O)Nc1nc2n(n1)C(c1ccccc1)CC(c1ccc(OC)cc1)N2 (centres undefined) | 2%
CCn1c2ccccc2c2cc(C3N=C(N)Nc4nc5ccccc5n43)ccc21 (centres undefined) | 3%
Cc1cc(NC(=O)c2cncc(Br)c2)no1 | 1%
CC(C)OC(=O)C(CC(=O)O)N1CCOCC1 (centres undefined) | -5%
Cc1ccc(C(=O)NCCn2cc(SCC(=O)Nc3nnc(C)s3)c3ccccc32)cc1 | -6%
CC1CCCC(NC(=O)CSc2nnnn2C)C1C (centres undefined) | 5%

Source: PubChem
